ATXN2 expr inh – Primary qHTS for Inhibitors of ATXN expression; 360,000 tested, 0.72% active; Potency, µM (top dose mostly 57 µM), without a hit: at the top dose activity change, negative = inhibition, most hits filed as inhibitors; HEK-293 ATXN2-luciferase reporter, luminescence, 24 h; note: potency is the fitted concentration of half-maximal effect; % is set by controls: 0 for no effect and ±100 for the full control effect; nearly all actives have a fitted effect of over 55% in size
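qHTS (up to 57 uM final) was run with 24 h compound exposure of reporter cells at 37 °C. Each well was multiplexed: SteadyGlo luminescence measured ATXN2-luciferase expression after a fluorogenic Gly-Phe-AFC viability readout (25 uM final).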
SW480 rerep – A quantitative high throughput screen for small molecules that induce DNA re-replication in SW480 colon adenocarcinoma cells; SW480 DNA re-replication, Hoechst DNA content imaging, 48 h; Potency, µM (doses to about 46.1 µM), for the others: top-dose re-replication activation, most hits filed as activators; 340,000 tested, 1.8% active; AID 624297, 2012; note: potency is the fitted concentration of half-maximal effect; % of control where 0% means no effect; nearly all actives have a fitted effect of over 55% in size
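Readout is total intensity of Hoechst-stained nuclei, excited at 405 nm and collected at 500-530 nm. Compound treatment lasted 48 hr at 37 C in 5% CO2 before staining.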
IL-1B inflam inh – qHTS for Inhibitors of Inflammasome Signaling: IL-1-beta AlphaLISA Primary Screen | THP-1 LPS/ATP IL-1B secretion, AlphaLISA, 16 h; active compounds read low | activity change, % at 57.5 µM | 360,000 tested, 4.7% active | AID 743279, 2014; in the data active = activity change below about -50%; inconclusive = mostly about -30% to -49%; note: % is set by controls: 0 for no effect and ±100 for the full control effect
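Secreted IL-1B measured by AlphaLISA bead assay after 16 h compound exposure of THP-1 cells; compounds (final up to 57.5 uM) added 1 h before LPS (250 ng/mL) and ATP (1.25 mM) stimulation; lower signal means less secretion.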
HT1080NT lethal – qHTS for induction of synthetic lethality in tumor cells producing 2HG: qHTS for the HT-1080-NT fibrosarcoma cell line; 360,000 tested, 1.6% active; HT-1080-NT fibrosarcoma viability, CellTiter-Glo ATP luminescence, 48 h; Potency, µM (top dose mostly 46.1 µM), inactives show at the top dose activity, negative = less viability, hits mostly cytotoxic; AID 686970, 2013;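 note: NT is the 2HG producing partner of a matched IDH1 knockdown line; potency is the fitted concentration of half-maximal effect; 0% = DMSO-treated cells and -100% = media-only wells without cells; nearly all actives have a fitted effect of over 55% in size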
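Toxicity toward the 2HG-producing NT line was scored as %Activity, normalised to DMSO and no-cell wells, from CellTiter-Glo luminescence after 48 hours' treatment.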
KB-3-1 tox – qHTS assay for MDR1-selective chemotherapeutics: Primary screen using the parental adenocarcinoma cell KB-3-1; KB-3-1 viability, CellTiter-Glo ATP luminescence, 72 h; Potency, µM (top dose mostly 46.1 µM), without a hit: at the top dose activity change, negative = cytotoxic, most hits filed as cytotoxic; 400,000 tested, 1.4% active; note: potency is the fitted concentration of half-maximal effect; % is set by controls: 0 for no effect and ±100 for the full control effect; nearly all actives have a fitted effect of over 60% in size
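72 h, 37 °C compound treatment of KB-3-1 parental cells; CellTiter-Glo added, 10 min, luminescence read. Data corrected against DMSO-only plates and normalized before curve fitting.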
WRN inhibitor – qHTS for Inhibitors of WRN Helicase; Bifunctional 3'-5' exonuclease/ATP-dependent helicase WRN (Homo sapiens), Q14191; WRN helicase unwinding, fluorescent forked duplex, kinetic; Potency, µM (titrated, usually from 114 µM), inactives show top-dose activity change, negative = inhibition, actives largely listed as inhibitors; 360,000 tested, 0.46% active; note: potency is the fitted concentration of half-maximal effect; % is set by controls: 0 for no effect and ±100 for the full control effect; nearly all actives have a fitted effect of over 55% in size
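Kinetic red-fluorescence monitoring (525/598 nm) tracks WRN helicase activity after 100 nM fluorophore-quencher forked duplex and 2 mM ATP are added to 20 nM enzyme pretreated 15 min at room temperature with compound.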
KB-V1 MDR tox – qHTS assay for MDR1-selective chemotherapeutics: Primary screen using the drug-selected MDR subline cells KB-V1; KB-V1 MDR cells viability, CellTiter-Glo, 72 h; Potency, µM (series often up to 46.1 µM), for inactives: top-dose activity change, negative = cytotoxicity, most hits filed as cytotoxic; 400,000 tested, 3.4% active; AID 1347076, 2019; note: potency is the fitted concentration of half-maximal effect; % is set by controls: 0 for no effect and ±100 for the full control effect; nearly all actives have a fitted effect of over 60% in size
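Cytotoxicity toward P-gp-expressing KB-V1 cells was determined as loss of CellTiter-Glo luminescence after 72 h at 37 degrees C. Compounds were tested in quantitative HTS format across a concentration range, with curves fitted to normalized data.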
HT1080 IDH1KD tx – qHTS for induction of synthetic lethality in tumor cells producing 2HG: qHTS for the HT-1080-IDH1KD cell line. HT-1080 IDH1 knockdown viability, ATP luminescence, 48 h. Potency, µM (highest dose often 46.1 µM), for the others: top-dose activity, negative = toxicity, actives largely listed as cytotoxic. 360,000 tested, 2% active. AID 686971, 2013;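 note: potency is the fitted concentration of half-maximal effect; 0% = DMSO wells and -100% = cell-free medium wells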
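Cytotoxicity counter-line: IDH1KD HT-1080, 48 h, CellTiter-Glo. Curves classed by r2, magnitude and activity.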
MCF10A rereplic – A quantitative high throughput screen for small molecules that induce DNA re-replication in MCF 10a normal breast cells | AID 624296, 2012 | MCF 10A DNA re-replication, Hoechst nuclear intensity, 48 h | Potency, µM (series often up to 46.1 µM), without a hit: at the top dose activity, positive = re-replication, usual class: activators | 350,000 tested, 2.9% active; note: potency is the fitted concentration of half-maximal effect; % of control where 0% means no effect; nearly all actives have a fitted effect of over 50% in size
* = called active by the depositor; ? = inconclusive; · = no result given; & = joins results of further samples; [ ] = remark or other dose. Unless noted, calls come from the whole dose curve; as a rule, active = well fitted curve in the direction sought with a large enough effect; inconclusive = small, poorly fitted or top-dose-only effect, or another doubt; inactive = no such curve, though single readings can be large; an effect the other way counts as inactive or inconclusive.

SMILES	ATXN2 expr inh	SW480 rerep	IL-1B inflam inh	HT1080NT lethal	KB-3-1 tox	WRN inhibitor	KB-V1 MDR tox	HT1080 IDH1KD tx	MCF10A rereplic
Cc1ccccc1CSCc1nc(N)nc(Nc2ccccc2C)n1	37%[activator]	-138%[inhibitor]	-19	-4%	-12%	9%	-29%	-9%	6%
O=c1cc(COn2nnc3ccc(C(F)(F)F)cc32)nc2sccn12	-28%	7%	-16	10%	13%	4%	3%	8%	11%
Cc1ccc(C(O)c2ncc(-c3cccc4ccccc34)[nH]2)c(C)c1 (centres undefined)	-26%	·	-9	?	0%	-10%	4%	?	·
OCCN1CCN(C(=S)Nc2cccc(C(F)(F)F)c2)CC1	-3%&3%	-13%&-9%	3&0	7%&29%	3%&-22%	-18%	?	2%&3%	-14%&-2%
Cc1nc2ccc(C(=O)N3CCN(c4ccccc4)CC3)cc2s1	1%	-21%	-6	1%	-5%	-4%	-6%	10%	2%
CC(C)(C)n1nc2c(c1NC(=O)c1cc3ccccc3o1)CS(=O)(=O)C2	-3%	-6%	-5	6%	-2%	3%	-15%	6%	26%
CNS(=O)(=O)c1cccc(C(=O)OCC(=O)N2CCCC2)c1	-8%	-2%	12	22%	-1%	-2%	6%	?	0%
O=C1c2ccccc2NC(c2ccc(-c3ccc(F)cc3)o2)N1O (centres undefined)	?	?	·	·	?	·	-6%	·	?
Cc1cc(NC(=S)N(Cc2cccc(Br)c2)CC2CCC(C(=O)O)CC2)ccc1Cl (centres undefined)	-6%	16%	0	-9%	13%	-3%	22%	0%	?
Nc1ccc(C(=O)Nc2ccc3nc(-c4cccnc4)[nH]c3c2)cc1	1%	-11%	?	13%	7%	-24%	0%	0%	-14%
NNC(=O)Cc1cc(=O)[nH][nH]1	·	·	-2	-2%	-10%	7%	17%	2%	·
Cc1ccc(-c2c(C(=O)N3CCOCC3)oc(=O)c3ccccc23)cc1	-5%	16%	-3	1%	2%	9%	-17%	9%	2%
CCCOc1c(Br)cc(C(=O)OCc2cc(=O)n3ccsc3n2)cc1OC	·	0%	8	0%	?	6%	-10%	-3%	0%
O=C(COC(=O)c1nc(Cl)ccc1Cl)NCc1cccs1	5%	-136%[inhibitor]	27	15%	-6%	4%	9%	10%	-12%
Cc1ccc(S(=O)(=O)Nc2nc(C)c(C(=O)NNS(=O)(=O)c3ccccc3)s2)cc1	1%	?	7	24%	16%	-8%	15%	14%	8%
COc1cc(-c2[nH]ncc2CN2CCCC2c2nonc2C)cc(OC)c1OC (centres undefined)	·	-3%	33	-1%	3%	0%	-9%	1%	12%
COc1ccc(/C=N/Nc2nc(-c3ccc(Cl)cc3)cc(C(F)(F)F)n2)cc1OC	6%	-4%	-53*	2%	4%	-5%	7.3µM*	0%	26%
O=C1NCCCCC1NS(=O)(=O)c1cccc(C(F)(F)F)c1 (centres undefined)	·	0%	0	-1%	2%	6%	-20%	0%	-1%
CCOC(=O)c1ccccc1NC(=O)COC(=O)C(CC(C)C)NC(N)=O (centres undefined)	-8%	1%	28	2%	10%	-2%	5%	0%	0.92µM*
COC(=O)CN1C(=O)CSc2ncccc21	0%	3%	12	4%	-3%	-7%	27%	9%	-7%
NNCCc1ccccc1	34%&45%&48%[activator]	0%	1	-1%	0%	-7%	-1%	-2%	?
CC(c1n[nH]c(=S)n1-c1ccccc1)N1CCCCC1 (centres undefined)	-1%	-15%	3	1%	1%	-3%	7%	5%	8%
COc1ccc(C(=O)CCNc2cccc(Cl)c2)cc1	37%	0%	-14	21%	-1%	-1%[11.6 µM]	-4%	0%	-6%
COc1ccc(/C=C2\N=C(SC)N(C)C2=O)cc1	16%	-2%	3	7%	5%	-1%	?	9%	?
O=C1SC(SCc2ccccc2)=N/C1=C\c1ccco1	6%	15%	-7	-1%[9.24 µM]	-12%	50µM*	13%	?	?
COc1ccc(-c2c(-c3cc(OC)cc(OC)c3)n(C)c3ccc(-c4ccc5c(c4)OCCO5)cc23)cc1	-3%	-11%	5	7%	-5%	5%	50%	5%	21%
COc1ccc(C(=O)Nc2c(C)ccc3nsnc23)cc1[N+](=O)[O-]	0%	-12%	-1	3%	0%	1%	15µM*	21%	8%
CC(CNc1ccc([N+](=O)[O-])c2cccnc12)Nc1c([N+](=O)[O-])cc(C(F)(F)F)cc1[N+](=O)[O-] (centres undefined)	-13%	-139%[inhibitor]	4	-11%	-5%	-11%	-40%	-9%	7%
CCNC(=S)N1CCCC(C(N)=O)C1 (centres undefined)	-11%	12%	-1	10%	-8%	-1%	3%	11%	-13%
COC(=O)c1ccc(Cn2c(C)c(C(=O)NCc3cccs3)sc2=O)o1	-17%	·	?	9%	0%	3%	2%	-4%	·
Cc1ccc(C(=O)N2CCOCC2)cc1Cl	7%	-13%	-2	6%	9%	4%	4%	0%	3%
O=C(CSc1ccc(-c2ccc(-n3cccn3)cc2)nn1)Nc1ccc([N+](=O)[O-])cc1	12%	-5%	-8	9%	-7%	-4%	0%	1%	0%
COCC(=O)N1CCC(Oc2ccc(C(=O)NC(C)c3csc(C)n3)cc2)CC1 (centres undefined)	16%	?	0	12%	3%	3%	?	2%	6%
CC(C)(C)C(CN1CCCC1)OC(=O)c1ccccc1 (centres undefined)	1%	1%	4	3%	21%	5%	-2%	15%	-2%
Cc1c(Cl)cnc(NC(=O)CSc2nnc(C)n2Cc2ccccc2)c1Cl	2%	0%	-5	7%	15%	-4%	2%	12%	-2%
N/C(=N\OC(=O)COc1ccc(Br)cc1Cl)c1ccncc1	136%[activator]	-4%	-26	-4%	0%	-13%	7%	-9%	1%
Cc1ccc(NC(=O)C2CC(=O)Nc3ncnn32)cc1Cl (centres undefined)	1%	-4%	-1	0%	10%	3%	13%	19%	-1%
COc1ccc(C2c3c(ncn(Cc4ccco4)c3=N)Oc3ccc4ccccc4c32)cc1 (centres undefined)	-35%	?	-77*	21µM*	?	8%	?	?	?
CC(C)(C)c1ccc(C(=O)NCCCNC(=O)c2ccco2)cc1	3%	-13%	3	-5%	-10%	7%	?	-4%	0%
COc1ccc2c(c1)O[C@H]1c3ccc(O)cc3OC[C@@H]21	52%[activator]	?	-5	0%	0%	0%	8%	-6%	3%
CC(=O)c1ccc(N2C(=NC(=O)C(C)C)SC3CS(=O)(=O)CC32)cc1 (centres undefined)	-9%	0%	2	-8%	-1%	8%	19%	-2%	4%
O=C1CSC(=S)N1N=Cc1c[nH]c2ccc(Br)cc12	·	·	3	-3%	-12%	-12%	-1%	3%	·
COc1cccc2cc(C(=O)N3C(C)CCCC3C)c(=O)oc12 (centres undefined)	14%	-7%[9.22 µM]	0	-2%	-1%	-5%	-9%	15%	0%
O=C(Cc1ccccc1)Nc1ncccc1Cl	6%	2%	·	3%	1%	-2%	3%	19%	-18%
O=C(CCc1c[nH]c2ccccc12)OCc1cccc(C(F)(F)F)c1	-9%	-5%	-6	-14%	10%	8%	23%	-5%	?
CCCCCc1ccc(S(=O)(=O)NCCc2ccncc2)cc1	-29%	-6%	?	-15%	?	-10%	3.3µM*	?	16%
CC(O)CNc1nc(N)[nH]c(=O)c1N=Nc1ccccc1 (centres undefined)	2%	-1%	-6	-1%	13%	-21%	?	-3%	2%
Cc1ccc2cccc(S(=O)(=O)N3CCN(c4ccccc4F)CC3)c2n1	-3%	-4%	14	?	-16%	-12%	0%	?	-11%
CCC(=O)c1ccc(N2CCOCC2)c(F)c1	-22%	-18%	-15	-3%	-2%	2%	-5%	-1%	1%
COc1cccc(C2=NO[C@@H]3C(=O)N(c4ccc5c(c4)OCCO5)C(=O)[C@H]23)c1OC	1%	-16%	21	5%	-2%	19%	-3%	7%	1%
O=C(N/N=C/c1cccc(OC(=O)N2CCOCC2)c1)c1cccs1	0%[11.3 µM]	-16%	22	-9%	13%	2%[57.1 µM]	?	-8%	-9%
O=C(NCC1OCCCN1S(=O)(=O)c1cc(F)ccc1F)C(=O)NC1CCCCC1 (centres undefined)	13%	0%	10	-3%	26%	-7%	8%	-3%	-3%
Cc1ccc(S(=O)(=O)NCC(=O)N(CC(=O)NCc2ccc(F)cc2)CC2CCCO2)cc1 (centres undefined)	21%	0%	-8	8%	-12%	8%	-20%	0%	-6%
Cn1nccc1C(=O)N1CCN(c2ncccn2)CC1	-17%	-14%	0	3%	-10%	-4%	2%	-1%	0%
CCCCNC(=S)N(C)/N=C/c1ccc(OCC(=O)Nc2ccc(OC)cc2)c(OC)c1	-18%	?	?	-10%	0%	-8%	?	-35%	25%
COc1ccc(-n2c(C)nc3cc(C(=O)N4CCOCC4)ccc32)cc1	3%	4%	-9	15%	4%	3%	7%	18%	-10%

High-throughput results: PubChem BioAssay, National Center for Advancing Translational Sciences (NCATS)

An unsorted share of the library. Share with any hit: about 12%.
